# Assay outcomes deposited in PubChem BioAssay by Broad Institute.
# PAX8 inh HTS = PAX8 transcriptional activity inhibition; RMG-I TPO-luciferase reporter, SteadyGlo, 24 h; inhibition, % at 12.6 µM; 360,000 tested, 1.2% active;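 active means mean replicate inhibition at least 60% with every replicate also reaching 60%; inconclusive means only one of the two criteria is met; inactive means mean below 60% and not all replicates reaching 60%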;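 further: luciferase light reporting Pax8 driven TPO promoter activity; plate controls were median of neutral control wells for no effect and mitoxantrone controls for full effect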
# DENV2 CPE = DENV2-induced cell death inhibition | DENV2-infected cells, cytopathic effect rescue, plate reader | 350,000 tested, 1.7% active | CPE inhibition, % at 9.99 µM; in the data active means CPE inhibition above about 20%, passing the limit was not always enough; inconclusive means no clear call, values can overlap the other calls; tested in BHK-21 cells;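 further: 0% = median of neutral control wells and 100% = median of positive control wells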
# FN deposition inh = fibronectin deposition inhibition | 350,000 tested, 0.086% active | AID 743247 | inhibition, % at 12.6 µM | AH1F fibroblasts, Alexa488-fibronectin deposition fluorescence, overnight;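 active means mean inhibition across replicates of 30% or more, regardless of how many single replicates reach that level; inconclusive means mean under 30% yet at least half of replicates reach 30%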;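 further: positive control wells lacked labelled fibronectin entirely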
#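 Assay system: AH1F fibroblast monolayer, labelled fibronectin deposition. Amount: 10000 cells per well. Also added: labelled fibronectin 24 nM. Compound: single-point pinned compound. Incubation: cell attachment 1 h, compound and FN exposure overnight. Detection: fluorescence after three HBSS washes, excitation 485 nm, emission 525 nm. Read-out: inhibition of fibronectin deposition signal.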
# miR-122 sensor = miR-122 inhibition in Huh7 cells; activation (reporter increase), % at 12.5 µM; Huh7 miR-122 Renilla luciferase sensor, 48 h; neutral wells = 0, positive control = 100; 340,000 tested, 0.3% active;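 active means mean replicate activation score at least 90 and every replicate individually at or above 90; inconclusive means only one of the two criteria met; inactive means neither criterion met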;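 further: higher luciferase means less miR-122 activity so hits act as miR-122 inhibitors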
# EWS-Fli block = inhibitors of EWS/Fli oncoprotein transcriptional activity. A673 NR0B1-luciferase reporter, viability-normalised. inhibition, % at 12.6 µM. 350,000 tested, 0.67% active;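 active means mean inhibition of at least 50% after viability correction, with every replicate also passing that limit; inconclusive means mean reaches 50% but only one of two replicates passes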;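 further: firefly luciferase signal divided by Alamar Blue viability fluorescence both relative to DMSO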
# F508del corr = CFTR F508del correction in bronchial cells; activity (quench increase), % at 7.58 µM; 350,000 tested, 0.36% active; CFBE cells, YFP halide quenching; stimulated with forskolin plus potentiator P3; % fluorescence drop versus neutral controls; AID 720511;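 active means mean added fluorescence quench of at least 8% versus neutral control, with both replicates also reaching 8%; inconclusive means only one of the mean or replicate conditions met; inactive means mean below 8% and not both replicates reaching 8%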;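 further: cells transiently co-express mutant CFTR-F508del with the halide-sensitive YFP; corrector assay measuring rescue of mutant channel to the surface after 24 h compound exposure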
# INS-1E GSIS act = GLuc luminescence reporter in INS-1E cells, primary screen for activators of glucose-dependent secretion of insulin; INS-1E GLuc reporter insulin secretion, 2-3 h; 370,000 tested, 0.61% active; activation, % at 16.6 µM;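 active means lowest replicate activation of at least 40%, so every replicate reaches that level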;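 further: 0% = median of neutral control wells and 100% = median of IBMX positive control wells; some compounds called inactive have numbers as strong as hits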
# * = called active by the depositor; ? = inconclusive; . = not tested or not shown; & = joins results of further samples; [ ] = dose if it differs, or a comment. Random draw from the library, and some 3.9% of all compounds hit somewhere here.
SMILES,PAX8 inh HTS,DENV2 CPE,FN deposition inh,miR-122 sensor,EWS-Fli block,F508del corr,INS-1E GSIS act
Cc1ccc(S(=O)(=O)N2CCC(=O)N([C@H](COCc3ccc(Cl)cc3Cl)Cc3ccccc3)CC2)cc1,-14,-17,7,.,22,1.6,-7
CCC1CCCCN1CCCNC(=O)c1cn(CC)c2ccc(S(=O)(=O)N3CCc4ccccc4C3)cc2c1=O (stereo not given),-2,1,6,-6,15,1.4,13
COc1ccc(C2CC(c3ccccc3)=NN2c2ccc(/C=N/NC(=O)c3ccncc3)cc2)cc1 (stereo not given),-9,.,-23,11,.,.,.
COc1cc(S(=O)(=O)Nc2ccc3nc(C)sc3c2)ccc1NC(C)=O,26,-5,.,29,-3,3.4,-4
O=C(Nc1ccc(Cl)c(C(F)(F)F)c1)C1Cc2c(-c3ccccc3)ccnc2O1 (stereo not given),9,0,2,-1,9,0.6,.
COc1ccc(C2CC(c3ccccc3)=NN2C(=O)CSc2ncn[nH]2)cc1 (stereo not given),-26,6,-5,.,-27,-5.8,-6
CC(C)(C)OC(=O)[C@H](Cc1ccccc1)NC(=O)c1nc[nH]c1C(=O)NC1CCN(C(=O)OC(C)(C)C)CC1,13,11,-4,-10,15,0.7,-21
C[C@H]1CN([C@@H](C)CO)S(=O)(=O)c2ccc(-c3cccnc3)cc2O[C@H]1CN(C)C(=O)c1cccc(F)c1,.,-9,13,2[16.7 µM],-4,-1.0,5
CC(C)(C)Cc1nnc(NC(=O)c2ccco2)s1,-50,0,-6,.,-25,-0.1,-2
COc1ccc(/C(O)=C2/C(=O)C(=O)N(CCCC(=O)O)C2c2ccc(OC)c(OC)c2)cc1 (stereo not given),2,.,2,-22,.,.,.
O=C(NCCCN1CCCC1=O)c1ccc(S(=O)(=O)Nc2cccc(C(F)(F)F)c2)cc1,.,0,-3,32,-1,-0.1,-13
COc1ccc(C(=O)NC2CCN(CC(=O)NCc3ccccc3)CC2)cc1,3,?,2,0,-5,-1.1,-4
CO[C@@H]1CN(C)C(=O)c2ccc(NC(C)=O)cc2OC[C@H](C)N(C(=O)C2CCCCC2)C[C@@H]1C,-11,0,2,1[16.7 µM],8,-0.4,-12
Cc1ccc(S(=O)(=O)Nc2ccc3c(c2)C(=O)N([C@@H](C)CO)C[C@H](C)[C@H](CN(C)C(=O)c2ccccc2)OCCCC[C@@H](C)O3)cc1,-35,-6,-8,-2[16.7 µM],0,1.1,-12
CCCNC(=O)N[C@@H]1CC[C@@H](CCNS(=O)(=O)c2cccc(F)c2)O[C@H]1CO,-15,7,-7,4[16.7 µM],-1,1.0,-3
O=C(Cn1cnc2c(oc3ccccc32)c1=O)N1CCCc2ccccc21,11,.,7,-18,.,.,.
COc1cccc(-c2ccc([C@@H]3[C@H](CO)N4C(=O)CN(C(=O)C5CCC5)C[C@@H]34)cc2)c1,-2,0,-3,.,6,2.8,-2
CCC(CO)Nc1ccc(-c2n[nH]c(=O)c3ccccc23)cc1[N+](=O)[O-] (stereo not given),0,-1,1,-13,2,2.7,19
Cc1noc(C)c1S(=O)(=O)N(C)C[C@@H]1Oc2c(NC(=O)c3cnccn3)cccc2C(=O)N([C@@H](C)CO)C[C@@H]1C,-4,-7,5,166*[16.7 µM],2,0.1,32
CCc1ccc(C(=O)OCC(=O)NC2CCCC2)cc1,22,8,-2,-5,7,-3.1,20
CCCn1c(SCC(=O)Nc2ccc(Cl)cc2F)nc(O)cc1=O,-26,10,-4,-12,-2,0.5,-9
CN(C)CC#Cc1ccc([C@H]2[C@H]3CN(C(=O)Nc4ccccc4F)CCCCN3[C@H]2CO)cc1,-22,?,.,14[16.7 µM],-15,4.4,5
C[C@@H]1CN([C@H](C)CO)C(=O)c2cc(C#CCC3CCCC3)cnc2O[C@H]1CN(C)CC1CCOCC1,.,0,9,1[16.7 µM],7,-0.5,9
CCN(CCn1cccn1)C(=O)CCc1nnc(Cc2c[nH]c3ccccc23)o1,16,-2,-11,.,-4,-0.4,1
CC/C(=N\NC(=O)c1cc(C)nc2ccccc12)c1ccc(C)s1,14,7,-1,.,-9,3.0,1
C/C(=N\NC(=O)c1nnn(-c2nonc2N)c1CN1CCOCC1)c1ccc(CC(C)C)cc1,8,7,-13,-6,0,2.5,16
CCOC(=O)c1cc[nH]c1C,9,-4,-7,.,4,-0.5,17
CC(=O)Nc1ccc2c(c1)ncn2-c1ccc(C)cc1,-159,-3,-4,.,-31,-0.3,5
CCOC(=O)C1CCCN(CCC(=O)Nc2c(C(=O)OC)[nH]c3cc(OC)ccc23)C1 (stereo not given),10,.,1,-6,.,.,.
COc1ccc(NC(=O)N(C)C[C@@H]2Oc3ccc(NC(=O)CCCN(C)C)cc3CC(=O)N([C@H](C)CO)C[C@H]2C)cc1,3,-1,.,-1[16.7 µM],-6,-2.0,9
C[C@H](CO)N1C[C@H](C)[C@@H](CN(C)S(=O)(=O)c2ccccc2)Oc2ccc(NS(=O)(=O)c3cccs3)cc2C1=O,-15&-14,-13&15,8,10,-5&13,2.6&2.0,1&-10
N#C[C@@H]1[C@H](c2ccc(C#CC3CC3)cc2)[C@@H](CO)N1S(=O)(=O)c1ccccc1,-10,-3,-10,.,0,0.0,-3
Cc1ccc(C)c([N+](=O)[O-])c1,.,-5,.,.,1,-0.8,9
O=C(C1CCN(S(=O)(=O)c2ccc(-n3cnnn3)cc2)CC1)N1CCN(c2ccccc2)CC1,11,.,19,-9,.,.,.
CCN(CC)S(=O)(=O)c1ccc(C(=O)NC(=S)N(CCO)Cc2ccccc2)cc1,4,0,-7,.,19,4.5,-8
CCN(c1ccccc1)S(=O)(=O)c1ccc(Cl)c(C(=O)NCc2ccco2)c1,3,3,-4,5,-3,-0.9,-46
Cc1ccc(N=Nc2ccc(O)c(/C=N\NC(=O)c3ccc(N)cc3)c2)cc1C,-15,.,2,-9,.,.,.
CCCNC(=O)N1[C@H](C#N)[C@@H](c2ccccc2-c2ccc(OC)cc2)[C@@H]1CO,2,6,-2,.,11,-1.5,-9
CCCCOCCCNC(=O)C[C@@H]1C[C@@]2(C(=O)OCC)CCC=C2N(Cc2ccco2)C1=O,-12,-18,10,.,4,-0.5,12
O=C(CN1C(=O)C2CC=CCC2C1=O)Nc1nc2ccccc2[nH]1 (stereo not given),11,.,4,-6,.,.,.

# Only miR-122 sensor, F508del corr and EWS-Fli block (2 entries from above):
structure | miR-122 sensor | F508del corr | EWS-Fli block
Cc1ccc(N=Nc2ccc(O)c(/C=N\NC(=O)c3ccc(N)cc3)c2)cc1C | -9 | . | .
C[C@H](CO)N1C[C@H](C)[C@@H](CN(C)S(=O)(=O)c2ccccc2)Oc2ccc(NS(=O)(=O)c3cccs3)cc2C1=O | 10 | 2.6&2.0 | -5&13

# Next section.
SMILES,PAX8 inh HTS,DENV2 CPE,FN deposition inh,miR-122 sensor,EWS-Fli block,F508del corr,INS-1E GSIS act
COc1cc(C)c(NC(=O)Cc2ccsc2)cc1OC,-13,-2,0,-3,3,0.2,-7
COC(Cc1ccccc1N1CCCC1=O)OC,-26,-2,-4,-3,-4,-1.5,-8
Cc1ccn2cc(CCNS(=O)(=O)c3ccc4c(c3)OCCO4)nc2c1,24,-11,-1,-3,13,-0.5,6
CCNC(=O)c1cc2c(c(-c3cccc(-c4cccc(C(=O)N(C)C)c4)c3)n1)[C@@H](CCO)N(S(=O)C(C)(C)C)C2 (stereo not given in full),0,2,-8,-4,13,-2.1,-25
CCc1nnc(NC(=O)C2CC(=O)N(CCc3ccc(F)cc3)C2)s1 (stereo not given),6,-2,-1,-29,.,0.6,-9
COCCNC(=O)C[C@@H]1C[C@H]2c3cc(NS(=O)(=O)c4ccc(F)cc4)ccc3O[C@H]2[C@H](CO)O1,6,2,-19,11[16.7 µM],-4,0.7,-8
O=C(C[C@@H]1CC[C@H](NC(=O)c2cnccn2)[C@@H](CO)O1)NCc1ccccc1F,-4,1,8,7[16.7 µM],0,1.9,-2
C[C@@H]1CN([C@H](C)CO)C(=O)c2cccc(NC(=O)c3nc4ccccc4s3)c2O[C@@H]1CN(C)Cc1ccc(C(F)(F)F)cc1,.,-3,5,-8[16.7 µM],10,2.4,1
CCOc1cc(/C=N/NC(=O)CN2CCCCC2)ccc1OCc1cccc(Cl)c1,-10,.,6,4,.,.,-8
Cc1ccc(NC(=O)CN2C(=O)NC3(CCCCC3C)C2=O)cc1S(=O)(=O)N1CCOCC1 (stereo not given),11,-5,8,1,12,-4.4,.
C[C@H](O)C#Cc1cnc2c(c1)C(=O)N([C@H](C)CO)C[C@@H](C)[C@H](CN(C)C(=O)CN(C)C)O2,.,0,-15,-7[16.7 µM],-3,0.7,17
O=C(COC(=O)c1ccc[n+]([O-])c1)Nc1cc([N+](=O)[O-])ccc1Cl,.,5,-5,-6,-14,3.0,4
CC(C)(Oc1ccc(F)cc1)C(=O)OCC(=O)c1ccc(S(C)(=O)=O)cc1,3,14,-1,-3,6,-3.0,.
Cc1cc(C)n(-c2ccc(C(=O)Nc3cccnc3Cl)cc2)n1,-4,-4,1,.,-9,-1.7,-5
CCOc1ccc(CN2CCCC(N3CCN(c4ccc(OC)cc4)CC3)C2)cc1 (stereo not given),19,3,16,0,20,-1.8,3
O=C(CO/N=C/c1ccccc1OC(F)F)NCc1cccs1,21,.,3,-1,.,.,3
COc1ccc(N2C(=O)N3[C@@H]4c5ccccc5OC[C@@H]4[C@@H](c4ccccc4)[C@@]3(C)C2=O)cc1,-9,-5,2,-1,-9,-0.8,-21
COc1ccc(OC)c(/C=C/C(=O)OCC(=O)N2CCN(S(=O)(=O)c3ccc(C)cc3C)CC2)c1,1,2,8,0,4,1.7,.
CCO[C@@H]1OC(C(=O)N2CCOCC2)=C[C@H](C(C)(C)C)[C@H]1CCCO,-21,.,-18,35,-3,2.1,0
CCn1nc(C)c(NC(=O)CC23CC4CC(CC(C4)C2)C3)c1C,37,-12,1,.,-3,0.7,-22
O=C(OCC(=O)N1CCc2ccccc21)c1cncc(Br)c1,2,-1,-1,2,17,0.9,6
CCn1c(=NC(=O)c2ccco2)sc2cccc(F)c21,-37,1,-2,89,-62,0.8,.
O=C(CSc1nc(O)c(Cc2ccccc2F)c(=O)[nH]1)N1CCCCCC1,6,.,-6,-1,.,.,-6
CC(Oc1ccccc1)C(=O)N1CCC2(CC1)Oc1ccc(F)cc1C(=O)C21CC(c2cccnc2)=NO1 (stereo not given),21,-12,8,-1,7,-1.1,-7
C[C@@H]1CN([C@H](C)CO)C(=O)Cc2cc(NC(=O)C3CC3)ccc2O[C@@H]1CN(C)Cc1ccc2c(c1)OCO2,0,0,.,-10[16.7 µM],-2,1.4,13
CN(C)CC(=O)N[C@@H]1CC[C@H](CCNC(=O)C2CCCC2)O[C@@H]1CO,1,54*,.,8[16.7 µM],0,-2.5,9
Cc1noc(C)c1S(=O)(=O)Nc1ccc2c(c1)C(=O)N([C@@H](C)CO)C[C@H](C)[C@H](CN(C)CC1CCCCC1)OCCCC[C@@H](C)O2,-6,1,.,-5[16.7 µM],2,0.2,-13
COc1ccc(OCC(=O)NNC(=O)C2CCC2)cc1,-8,-5,-16,-5,-1,-2.4,10
CC(C)NC(=O)N1[C@H](CO)[C@H](c2ccccc2)C12CN(C(=O)Cc1cccnc1)C2,-8,-2,-5,.,8,-1.5,-8
O=C(C1CCCC1)N1CCCC(Nc2ccccc2)C1 (stereo not given),.,7,1,-2,3,0.3,31
O=C(NC1CCCC1)[C@H]1[C@H](CO)[C@H]2Cn3c(cccc3=O)[C@@H]1N2C(=O)CC1CC1,-11,4,-11,13[16.7 µM],2,-0.3,14
N#Cc1ccc(OCC(=O)NN2Cc3ccccc3C2=N)cc1,6,0,-9,.,1,2.7,0
